phage Ecoli inh – E. coli growth loss with phage present. actives 0.26% (n = 360,000). inhibition, % at 11.9 µM. AID 651602. growth absorbance; in the data active means inhibition above about 11%
PfHsp90 yeast 2 – growth inhibition of yeast expressing Plasmodium Hsp90; S. cerevisiae expressing PfHsp90, BacTiter-Glo ATP, 48 h; yeast lacking PDR1 and PDR3 efflux regulators; inhibition, % at 9.4 µM; actives 0.32% (n = 310,000); AID 504621;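 active means every replicate shows inhibition above about 80%, whatever the replicate mean, limit read from the data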;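 further: 0% = DMSO neutral controls and 100% = 20 µM radicicol positive controls; yeast relying on Plasmodium falciparum Hsp90 in place of its own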
E coli growth – counter-screen for AddAB inhibitors: E. coli growth inhibition; E. coli V3065 growth, OD600 absorbance, 18 h; inhibition, % at 11.9 µM; actives 0.27% (n = 330,000); AID 449728;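 active means inhibition above the campaign's mean inhibition across all tested compounds plus 3 SD, cut at about 9.9% in these data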;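 further: uninfected addAB+ strain grown without phage in ampicillin broth; 0% = DMSO wells and 100% = ciprofloxacin 0.95 µg/ml wells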
Rtt109 Vps75 – blocks Candida albicans Rtt109/Vps75 acetyltransferase activity; Q5AAJ8; AID 540336; inhibition, % at 34.9 µM; purified Rtt109/Vps75, ThioGlo CoA-SH fluorescence, 4 h; actives 0.16% (n = 330,000);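 active means inhibition of at least 50% in every replicate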
Target sequence (Q5AAJ8 whole entry, looked up): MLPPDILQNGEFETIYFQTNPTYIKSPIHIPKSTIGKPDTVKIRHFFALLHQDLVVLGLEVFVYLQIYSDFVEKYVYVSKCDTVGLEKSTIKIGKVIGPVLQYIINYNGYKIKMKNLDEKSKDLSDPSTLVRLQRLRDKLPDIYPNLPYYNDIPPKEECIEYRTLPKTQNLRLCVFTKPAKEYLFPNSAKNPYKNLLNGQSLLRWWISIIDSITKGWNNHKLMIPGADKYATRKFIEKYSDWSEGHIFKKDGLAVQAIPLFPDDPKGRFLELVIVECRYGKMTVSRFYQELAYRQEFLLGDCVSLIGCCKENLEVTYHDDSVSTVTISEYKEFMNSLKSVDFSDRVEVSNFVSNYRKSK
DAGLB inh – blocks human DAGLB lipase activity; Q8NCG7; HEK293T DAGLB membrane lysate, EnzChek fluorogenic substrate; inhibition, % at 5.17 µM; actives 0.059% (n = 340,000); AID 504411; in the data active means inhibition above about 34%;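 further: 0% = enzyme with vehicle and 100% = wells lacking enzyme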
Target sequence (Q8NCG7 whole entry, looked up): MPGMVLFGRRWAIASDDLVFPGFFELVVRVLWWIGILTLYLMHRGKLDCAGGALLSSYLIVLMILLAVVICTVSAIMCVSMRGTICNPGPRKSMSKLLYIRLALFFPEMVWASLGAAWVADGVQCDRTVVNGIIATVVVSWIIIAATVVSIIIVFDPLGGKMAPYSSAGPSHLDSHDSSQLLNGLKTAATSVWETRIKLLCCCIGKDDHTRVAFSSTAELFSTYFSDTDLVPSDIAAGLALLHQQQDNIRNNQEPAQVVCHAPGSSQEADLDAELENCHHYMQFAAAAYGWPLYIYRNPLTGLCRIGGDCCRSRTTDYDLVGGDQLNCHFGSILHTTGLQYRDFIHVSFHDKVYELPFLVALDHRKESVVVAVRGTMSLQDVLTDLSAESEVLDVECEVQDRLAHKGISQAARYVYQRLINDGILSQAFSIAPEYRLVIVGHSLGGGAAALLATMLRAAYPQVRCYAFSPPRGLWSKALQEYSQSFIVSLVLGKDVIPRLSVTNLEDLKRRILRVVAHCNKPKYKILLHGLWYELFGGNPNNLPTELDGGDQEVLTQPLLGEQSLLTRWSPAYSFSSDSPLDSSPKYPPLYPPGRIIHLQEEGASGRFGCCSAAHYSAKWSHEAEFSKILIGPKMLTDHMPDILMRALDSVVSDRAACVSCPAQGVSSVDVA
PvdQ inh – blocks Pseudomonas aeruginosa PvdQ acylase activity | purified PvdQ acylase, fluorescence plate reader | inhibition, % at 10 µM | actives 0.063% (n = 340,000) | AID 488965; in the data active means inhibition above about 30%, passing the limit was not always enough;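 further: 0% = vehicle neutral wells and 100% = reference inhibitor wells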
Tat transport – blocks Tat-dependent protein export in E. coli; actives 0.036% (n = 340,000); E. coli MC4100 TorA-mCherry Tat export, fluorescence; inhibition, % at 10 µM; AID 488895;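 active means mean replicate inhibition at least 50% and at least half of replicates individually reaching 50%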;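 further: exported cargo escapes ClpAP degradation while cytoplasmic cargo is degraded and loses fluorescence; 0% = median of neutral control wells and 100% = median of NaSCN control wells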
CAL PDZ FP – human CAL PDZ-peptide interaction inhibition. Q9HD26. purified CAL PDZ, TMR-peptide fluorescence polarization, 1 h. inhibition, % at 20 µM. AID 504414. actives 0.02% (n = 330,000);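 active means highest replicate inhibition of at least 40%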;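 further: plate controls were DMSO neutral control wells for no effect and unlabeled competitor peptide control wells for full effect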
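System: purified tagged CAL PDZ domain construct (CerCALP). Schedule: 1 h incubation at room temperature before polarization reading. Medium: 25 mM sodium phosphate pH 7.4, 150 mM NaCl, TCEP, IgG, Thesit. Read-out: percent inhibition from loss of millipolarization. Measured by: FP readout, S and P plane fluorescence. Probe or stimulus: fluorescent TMR peptide probe.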
AddAB inh – less growth of phage-infected E. coli with AddAB | E. coli expressing H. pylori AddAB, absorbance growth | inhibition, % at 11.9 µM | actives 0.29% (n = 330,000) | AID 435030; in the data active means inhibition above about 12%;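 further: 0% = vehicle wells of infected cells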
Wnt bcat act – activates Wnt/beta-catenin signaling in a reporter cell assay; activator, plate reader; activation, % at 9.35 µM; AID 743398; actives 1.2% (n = 300,000); in the data active means activation above about 30%, passing the limit was not always enough;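 further: 0% = neutral control wells and 100% = positive control wells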
* = called active by the depositor; / = no result given.

SMILES | phage Ecoli inh | PfHsp90 yeast 2 | E coli growth | Rtt109 Vps75 | DAGLB inh | PvdQ inh | Tat transport | CAL PDZ FP | AddAB inh | Wnt bcat act
CCOCCCNC(=O)C(c1ccc(C)cc1)N(Cc1ccc2c(c1)OCO2)C(=O)c1ccccn1 (stereo not given) | 2.6 | 10 | -0.4 | 1 | -3 | -9 | -3 | -0.3 | -0.8 | -2
O=[N+]([O-])c1ccccc1S(=O)(=O)N1CCN(c2ccccn2)CC1 | 1.4 | -9 | -4.8 | 0 | 1 | 2 | -1 | -1.9 | 2.6 | -1
Nc1ccccc1SCc1csc(-c2ccc(Cl)cc2)n1 | 2.5 | 6 | 2.0 | -3 | -19 | -14 | 11 | -1.8 | -0.2 | 10
O=C(CC1C(=O)NCCN1C(=O)c1ccc(Cl)cc1)Nc1ccc(F)cc1 (stereo not given) | 3.2 | 4 | 4.2 | 3 | -3 | 5 | -3 | -1.4 | 2.7 | 0
CC(C)(CNC(=O)c1sc2cc(Cl)ccc2c1Cl)N1CCOCC1 | 1.1 | / | -2.4 | 10 | -3 | 1 | 3 | -3.1 | 4.1 | -1
CC(C)c1ccc(C(CC(=O)c2ccc(Cl)cc2)C(=O)O)cc1 (stereo not given) | 1.4 | -13 | 2.3 | 16 | 7 | -10 | 1 | -0.8 | 0.7 | -1
COCCN(C(=O)COC(=O)c1cc(C)n(-c2ccccc2)c1C)c1c(N)n(Cc2ccccc2)c(=O)[nH]c1=O | 4.0 | / | 0.0 | 19 | 3 | 0 | 2 | -3.5 | 0.0 | 0
Cc1cccc(C)c1OCc1n[nH]c(=S)o1 | 1.6 | 0 | -0.5 | -3 | 2 | 9 | -4 | -0.1 | 0.3 | /
Cc1nn(C)cc1N1C(=O)c2cccc3c(N)ccc(c23)C1=O | 1.9 | 4 | -0.4 | -5 | / | 4 | -5 | -2.3 | 0.1 | 1
CC(CCc1ccccc1)NC(=O)CSc1ccccc1 (stereo not given) | 0.2 | 3 | 1.7 | 3 | -5 | -3 | -4 | -2.0 | 0.9 | /
O=C(NCc1ccc(F)cc1)c1ccc(CNc2c(N3CCOCC3)c(=O)c2=O)cc1 | -3.4 | 23 | 0.4 | -9 | 3 | -12 | -5 | -1.1 | 1.5 | -1
O=C(Nc1cc(Cl)cc(Cl)c1)c1ccno1 | 5.8 | -2 | -1.7 | -12 | -1 | -5 | 7 | -1.8 | 1.2 | -1
COc1cc(C(=O)Nc2nc(-c3ccc(C)cc3)cs2)ccc1OCC(=O)N1CCOCC1 | 3.6 | 0 | -4.2 | -2 | 0 | -5 | 3 | -5.0 | -2.7 | 7
O=C(CSc1ncccc1-c1nc2ccccc2[nH]1)N1CCc2ccccc21 | 4.1 | -2 | -3.3 | 9 | -3 | -9 | -9 | -0.6 | 1.3 | -1
CNc1oc(-c2ccc(Cl)cc2)nc1C#N | 2.2 | -6 | -1.2 | 1 | 0 | -26 | -3 | / | -0.3 | /
CN(CC(=O)NCCCN1CCOCC1)S(=O)(=O)c1cc(Cl)ccc1Cl | 1.2 | -6 | / | 2 | -2 | 1 | -3 | -3.6 | / | 1
O=C(NCc1ccccn1)c1cc(-c2ccccc2Cl)on1 | 1.2 | -5 | 2.3 | -6 | -8 | -12 | 2 | -3.0 | 1.4 | 15
CCOc1ccc(N(CC(=O)NCc2ccccc2)S(=O)(=O)c2ccc(C)cc2)cc1 | 1.2 | 2 | 1.6 | -5 | -5 | -3 | 5 | -1.7 | 1.5 | 1
Nc1nnc(SCC(=O)Nc2ccc(F)c(Cl)c2)n1-c1ccccc1 | 3.7 | -3 | -1.0 | / | 2 | 4 | 0 | -0.8 | 1.1 | /
Cc1nc2cc(C(F)(F)F)ccc2n1CCNc1nc(-c2ccc([N+](=O)[O-])c(Cl)c2)cs1 | 2.5 | -3 | -1.9 | -14 | 4 | -6 | -5 | -1.4 | 1.6 | -5

Entries of single compounds, quoted from the list:
Entry for CN(CC(=O)NCCCN1CCOCC1)S(=O)(=O)c1cc(Cl)ccc1Cl = phage Ecoli inh = 1.2; PfHsp90 yeast 2 = -6; E coli growth = /; Rtt109 Vps75 = 2; DAGLB inh = -2; PvdQ inh = 1; Tat transport = -3; CAL PDZ FP = -3.6; AddAB inh = /; Wnt bcat act = 1
Entry for CCOc1ccc(N(CC(=O)NCc2ccccc2)S(=O)(=O)c2ccc(C)cc2)cc1 = phage Ecoli inh = 1.2; PfHsp90 yeast 2 = 2; E coli growth = 1.6; Rtt109 Vps75 = -5; DAGLB inh = -5; PvdQ inh = -3; Tat transport = 5; CAL PDZ FP = -1.7; AddAB inh = 1.5; Wnt bcat act = 1

(more compounds)
SMILES | phage Ecoli inh | PfHsp90 yeast 2 | E coli growth | Rtt109 Vps75 | DAGLB inh | PvdQ inh | Tat transport | CAL PDZ FP | AddAB inh | Wnt bcat act
CC(C)OCC1CC(CC(=O)NC(=S)Nc2cccc([N+](=O)[O-])c2)C(=O)O1 (stereo not given) | 1.6 | -13 | 2.2 | -1 | 0 | -5 | 0 | -1.1 | 0.3 | 1
O=C1NCCN1CCNS(=O)(=O)c1ccc2ccccc2c1 | 0.2 | / | -0.9 | 2 | 2 | -18 | -2 | -1.6 | -1.1 | /
Cn1c(C(=O)NCCc2ccsc2)cc2c(=O)n(C)c3ccccc3c21 | 2.4 | 14 | 3.8 | 6 | -1 | 5 | -1 | -0.8 | 5.1 | 3
COc1ccc(CC(=O)OCC(=O)Nc2ccc(OC(F)F)cc2)cc1OC | -1.0 | 4 | 0.3 | -3 | -2 | -5 | -1 | -1.4 | -0.4 | 0
COc1cccc(/C=C/C(=O)OCC(=O)c2cc(C)n(CC3CCCO3)c2C)c1OC (stereo not given) | 2.9 | -2 | 2.4 | 0 | 0 | -5 | 4 | -0.4 | 0.7 | 2
CCCn1c(=O)c(C(=O)NCc2ccccc2OC)c(O)c2ccccc21 | -0.8 | 8 | -0.3 | -5 | 1 | -4 | 1 | 2.7 | 0.8 | -1
Cc1cc(-c2nn(-c3ccccc3F)cc2CN2CCN(c3ccncc3)CC2)c(C)s1 | 4.5 | 0 | -1.8 | 5 | -3 | -1 | 1 | -0.6 | 4.3 | -2
COc1cc(/C=N\NC(=O)CNC(=O)C(c2ccccc2)c2ccccc2)ccc1O | 1.5 | -41 | -2.1 | 41 | -2 | 2 | -6 | -1.6 | 0.9 | -4
Cc1ccc(S(=O)(=O)NCC(=O)OCc2ccccc2Br)cc1 | 5.7 | -10 | 0.0 | 1 | -6 | 4 | 2 | -0.6 | 2.9 | -16
CC1(C)C(=O)Nc2ccccc2N1C(=O)CSc1nc(-c2ccccc2)cs1 | 3.7 | -22 | -0.9 | -2 | 1 | -14 | 3 | 1.5 | -1.3 | -1
CCOc1ccc2nc(SCc3ccc(OC)cc3)sc2c1 | 3.0 | -13 | 2.6 | 12 | -10 | 21 | 2 | 1.0 | 3.7 | /
Cc1cc(C(=O)NNC(=O)CCN2CCN(c3ccccc3)CC2)c2ccccc2n1 | 3.4 | -1 | 1.2 | -5 | -1 | -5 | 1 | 0.5 | 3.0 | 0
COC(=O)[C@@]12CCCN1[C@H](c1ccc(-c3ccc(F)cc3)cc1)[C@H]1C(=O)N(C)C(=O)[C@H]12 | 1.8 | 28 | 1.4 | 8 | 0 | -4 | 1 | -5.6 | 1.5 | -1
O=C(c1cccs1)N1CCCC1 | 1.8 | 8 | 0.8 | 0 | -4 | -13 | -1 | 0.1 | 2.0 | -1
COc1ccc(N2CCN(C(=O)c3cc4c(=O)n(Cc5ccccc5)ccc4nc3C)CC2)cc1 | 1.6 | -4 | 1.7 | 12 | 5 | 0 | -7 | -0.4 | 3.1 | -1
COc1cc(-c2nnn(Cc3ccccc3C)n2)cc(OC)c1OC | -0.3 | -6 | -0.5 | 3 | -4 | -15 | -1 | -0.5 | 1.7 | 0
O=C1/C(=C/c2cccnc2)SC(=NCc2ccccc2)N1Cc1ccccc1 | 5.7 | 34 | -3.3 | -8 | 0 | -2 | 2 | -0.5 | -1.4 | -1
COc1cc(OC)cc(-c2sc3ccc(OC)cc3c2C#CC(C)(C)O)c1 | 1.4 | -18 | -3.2 | 1 | -9 | 8 | -3 | -0.2 | -0.1 | -11
O=c1[nH]c2c(s1)C(c1ccco1)C1C3CCC(C3)C1S2 (stereo not given) | 1.6 | 0 | 0.2 | 8 | 5 | 1 | 7 | -1.0 | 2.1 | /
COc1ccc(C(=O)NCC(=O)OCC(=O)Nc2sccc2C#N)cc1OC | -1.5 | -19 | 1.4 | / | -2 | -13 | -7 | 0.0 | 0.5 | -2
Cc1nn(CCCC(=O)Nc2cc(Oc3ccc(F)cc3)cc([N+](=O)[O-])c2)c(C)c1[N+](=O)[O-] | 1.1 | / | -0.2 | 1 | -2 | -7 | 7 | -0.8 | 1.7 | -4
O=C(NCCN1C(=O)S/C(=C\c2ccc(F)cc2)C1=O)C1CCN(S(=O)(=O)c2cccs2)CC1 | 1.8 | 8 | -0.6 | -6 | 1 | 0 | -6 | -0.3 | 0.5 | -3
O=C(NCC1CCCO1)C1CC(c2ccc(Cl)c(Cl)c2)=NO1 (stereo not given) | 0.8 | 6 | -0.1 | 3 | 1 | -1 | 5 | 0.4 | -1.0 | 10
Cc1nn(C)c(C)c1CS(=O)(=O)c1ccccc1 | 3.6 | 17 | -1.5 | -10 | 2 | 15 | -11 | 1.0 | 2.0 | 0
CNC(=O)NC(=O)C(C)OC(=O)c1ccc(Cl)c(S(=O)(=O)Nc2ccc(F)cc2)c1 (stereo not given) | 1.1 | 10 | -0.6 | / | 3 | 1 | 23 | -0.2 | 5.3 | -5
CCn1c2ccccc2c2cc(NS(=O)(=O)c3ccc(C)cc3)ccc21 | 3.0 | -7 | 1.0 | -2 | -3 | -13 | -3 | -0.9 | 4.1 | -3
COc1ccc(C(=O)Nc2ccc(C(=O)N3CCCCC3C)cc2)c(OC)c1OC (stereo not given) | 3.3 | 5 | -0.6 | 11 | -3 | -2 | 9 | -2.7 | 0.3 | 3
O=C(Cn1cnc2ccccc2c1=O)N(Cc1ccco1)c1ccc(O)cc1 | 1.3 | 3 | -2.8 | / | -2 | 4 | 2 | -2.1 | 0.4 | /
Cn1cccc1C(=O)NC(=O)COC(=O)c1cc([N+](=O)[O-])ccc1Cl | 0.5 | / | -2.1 | -2 | 1 | -3 | 0 | -0.9 | -3.4 | 0
CCOc1cc(N2CCOCC2)c(OCC)cc1NC(=O)c1cc(C)nc2ccccc12 | 0.8 | -1 | -0.6 | -9 | -3 | 6 | 2 | -0.4 | 0.7 | -2
O=C(Nc1ccc(S(=O)(=O)Nc2ncccn2)cc1)c1ccc(S(=O)(=O)N2CCCC2)cc1 | 4.4 | 13 | 1.8 | -3 | 1 | -2 | -1 | -1.7 | 2.9 | -14
CCOC(=O)C1(Cc2ccccc2C)CCCN(Cc2cn(C)nc2C)C1 (stereo not given) | 5.0 | -4 | 2.2 | -2 | -4 | -3 | -2 | -0.3 | -0.1 | -1
COC(=O)c1ccc(C(=O)OC)c(NC(=O)CN2CCCCC2)c1 | 2.1 | 8 | -0.1 | -4 | -8 | 8 | -4 | -3.0 | 2.0 | -1
O=C(C1CCN(CCCc2ccccc2)CC1)N1CCCCC1 | 2.1 | / | 1.8 | -4 | -1 | -5 | 7 | -0.8 | 4.2 | -2
Cc1ccccc1N(C)S(=O)(=O)c1nnc(NC(=O)c2ccco2)s1 | 3.5 | 19 | 0.0 | -5 | 7 | -4 | -4 | -1.5 | 1.2 | -1
COc1ccc(Sc2ncnc3onc(C)c23)cc1 | 1.6 | -17 | 1.6 | -11 | -2 | 4 | 4 | -2.8 | 6.1 | -1

Rows were taken by chance; overall some 1.9% were active at least once.
